# HT1080 IDH1KD tx: qHTS for induction of synthetic lethality in tumor cells producing 2HG: qHTS for the HT-1080-IDH1KD cell line. Potency, µM (highest dose often 46.1 µM), for the others: at the top dose activity, negative = toxicity, usual class: cytotoxic. HT-1080 IDH1 knockdown viability, ATP luminescence, 48 h. 2% of 360,000 active;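 note: potency is the fitted concentration of half-maximal effect; 0% = DMSO wells and -100% = cell-free medium wells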
#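 Viability of IDH1-knockdown HT-1080 fibrosarcoma cells was assessed by CellTiter-Glo after 48 h at 37 °C with titrated compound; concentration-effect curves were classified by fit quality and response size.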
# GLP1R cytotox: qHTS of GLP-1 Receptor Inverse Agonists: Cytotox Screen; HEK293 cAMP-luciferase reporter cells, luminescence, 24 h; Potency, µM (titrated, usually from 38.3 µM), for inactives: at the highest dose activity change, negative = inhibition, actives largely listed as inhibitors; 0.13% of 410,000 active;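 note: loss of luciferase light is scored as toxicity; potency is the fitted concentration of half-maximal effect; % is set by controls: 0 for no effect and ±100 for the full control effect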
#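 1536-well qHTS counterscreen of the MLSMR; 200 cells/uL, 12 h pre-incubation, 23 nL cpd, 24 h at 37 deg C 5% CO2, luciferase detection reagent, 12 min RT, luminescence. Inhibition = undesired.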
# SW480 rereplic: A quantitative high throughput screen for small molecules that induce DNA re-replication in SW480 colon adenocarcinoma cells; SW480 DNA re-replication, Hoechst DNA content imaging, 48 h; Potency, µM (series often up to 46.1 µM), for the others: top-dose re-replication activation, hits mostly activators; 1.8% of 340,000 active; AID 624297, 2012; note: potency is the fitted concentration of half-maximal effect; % of control where 0% means no effect; nearly all actives have a fitted effect of over 55% in size
#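 Quantitative HTS format with DMSO vehicle controls; 48 hr drug incubation at 37 C, then 40 min Hoechst staining and scanning imager measurement at 405 nm excitation.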
# KB-V1 cytotox: qHTS assay for MDR1-selective chemotherapeutics: Primary screen using the drug-selected MDR subline cells KB-V1; Potency, µM (titrated, usually from 46.1 µM), for inactives: at the top dose activity change, negative = cytotoxicity, actives largely listed as cytotoxic; KB-V1 MDR cells viability, CellTiter-Glo, 72 h; 3.4% of 400,000 active; note: potency is the fitted concentration of half-maximal effect; % is set by controls: 0 for no effect and ±100 for the full control effect; nearly all actives have a fitted effect of over 60% in size
#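 KB-V1, DMEM (no phenol red) + 10% FBS; cpd pin-transferred, titration series; 72 h, 37 degrees C; CellTiter-Glo, luminescence. Data normalized, curve-fit.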
# DRD3 agonist: qHTS of D3 Dopamine Receptor Agonist: qHTS | D3R DiscoveRx beta-arrestin cells, luminescence, 90 min | D(3) dopamine receptor (Homo sapiens), P35462 | AID 652048, 2013 | max activation, % | 0.58% of 410,000 active; in the data active = max activation above about 30%; note: 0% is about no effect; mostly tested at two doses, the higher about 12 µM
# Target sequence (P35462 whole entry, looked up): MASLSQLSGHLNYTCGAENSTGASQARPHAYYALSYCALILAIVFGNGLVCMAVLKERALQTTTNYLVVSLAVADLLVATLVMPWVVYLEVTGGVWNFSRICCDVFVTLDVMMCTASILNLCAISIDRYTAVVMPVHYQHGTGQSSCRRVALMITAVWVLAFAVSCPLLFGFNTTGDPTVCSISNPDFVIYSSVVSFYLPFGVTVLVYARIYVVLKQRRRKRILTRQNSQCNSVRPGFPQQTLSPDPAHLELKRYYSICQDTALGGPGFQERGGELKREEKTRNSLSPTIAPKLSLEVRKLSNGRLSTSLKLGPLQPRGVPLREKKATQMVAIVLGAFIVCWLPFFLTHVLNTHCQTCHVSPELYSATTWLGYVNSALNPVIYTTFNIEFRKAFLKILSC
#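 Agonist mode: compounds and dopamine controls were applied to plated cells for 90 min at 37 degrees C after an overnight attachment at 1500 cells/well. Luminescent read-out followed 30 - 60 minutes at room temperature with DiscoveRx detection reagent.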
# IL1B secr inh: qHTS for Inhibitors of Inflammasome Signaling: IL-1-beta AlphaLISA Primary Screen. THP-1 LPS/ATP IL-1B secretion, AlphaLISA, 16 h; hits give low values. activity change, % at 57.5 µM. 4.7% of 360,000 active; in the data active = activity change below about -50%; inconclusive = mostly about -30% to -49%; note: % is set by controls: 0 for no effect and ±100 for the full control effect
#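 THP-1 cells pretreated 1 hr with compounds (up to 57.5 uM final), then stimulated with LPS (250 ng/mL final) plus ATP (1.25 mM final); secreted IL-1B measured by AlphaLISA after 16 hr, decreased signal indicating inhibition.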
# HT1080NT lethal: qHTS for induction of synthetic lethality in tumor cells producing 2HG: qHTS for the HT-1080-NT fibrosarcoma cell line; HT-1080-NT fibrosarcoma viability, CellTiter-Glo ATP luminescence, 48 h; AID 686970, 2013; 1.6% of 360,000 active; Potency, µM (doses to about 46.1 µM), for inactives: at the top dose activity, negative = less viability, most hits filed as cytotoxic;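 note: NT is the 2HG producing partner of a matched IDH1 knockdown line; potency is the fitted concentration of half-maximal effect; 0% = DMSO-treated cells and -100% = media-only wells without cells; nearly all actives have a fitted effect of over 55% in size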
#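 HT-1080-NT fibrosarcoma cells (2HG-overproducing), 750 cells/well in RPMI with 5% FBS, dosed after 2 h and incubated 48 h at 37C. CellTiter-Glo luminescence normalized to DMSO and no-cell wells; concentration-response curves fitted and classed.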
# KB-3-1 cytotox: qHTS assay for MDR1-selective chemotherapeutics: Primary screen using the parental adenocarcinoma cell KB-3-1. KB-3-1 viability, CellTiter-Glo ATP luminescence, 72 h. Potency, µM (top dose mostly 46.1 µM), inactives show top-dose activity change, negative = cytotoxic, actives largely listed as cytotoxic. 1.4% of 400,000 active; note: potency is the fitted concentration of half-maximal effect; % is set by controls: 0 for no effect and ±100 for the full control effect; nearly all actives have a fitted effect of over 60% in size
#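 Viability of parental KB-3-1 cells, measured by CellTiter-Glo luminescence, followed a 72 h incubation at 37 °C with pinned compounds in phenol-red-free DMEM containing 10% FBS.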
# MCF10A rereplic: A quantitative high throughput screen for small molecules that induce DNA re-replication in MCF 10a normal breast cells. 2.9% of 350,000 active. AID 624296, 2012. MCF 10A DNA re-replication, Hoechst nuclear intensity, 48 h. Potency, µM (highest dose often 46.1 µM), for the others: at the highest dose activity, positive = re-replication, hits mostly activators; note: potency is the fitted concentration of half-maximal effect; % of control where 0% means no effect; nearly all actives have a fitted effect of over 50% in size
# Starred values were filed as active, the others as inactive; ? = inconclusive; / = not tested or not shown; [ ] = remark or other dose. Unless noted, calls come from the whole dose curve; as a rule, active = well fitted curve in the direction sought with a large enough effect; inconclusive = small, poorly fitted or top-dose-only effect, or another doubt; inactive = no such curve, though single readings can be large; an effect the other way counts as inactive or inconclusive.
no.	Structure	HT1080 IDH1KD tx	GLP1R cytotox	SW480 rereplic	KB-V1 cytotox	DRD3 agonist	IL1B secr inh	HT1080NT lethal	KB-3-1 cytotox	MCF10A rereplic
1	CCCNS(=O)(=O)c1ccc(OCC(=O)N2CCCC2)cc1	12%	-1%	-10%	5%	6	6	14%	-2%	19%
2	CC(C)C(NC(=O)CN1C(=O)c2cccc3cccc1c23)C(C)C	-1%	104%[activator]	-7%	?	-1	3	10%	-2%	?
3	COc1cccc(C(=O)NCC2CCCN(C3CCCCC3)C2)c1OC (stereo not given)	-13%	-6%	-4%	-3%	-14	0	-14%	-1%	-1%
4	O=Nc1c(O)cc(O)c2ccccc12	5%	-13%	/	-1%	-2	-3	-1%	10%	/
5	CC(C)OP(=O)(OC(C)C)C1(O)C(=O)Nc2ccccc21 (stereo not given)	0%	6%	-1%	-8%	-2	-1	0%	0%	-1%
6	CN(C(=O)c1cccc(NC(=O)Cc2ccc(NC(=O)C3CCN(C(=O)C4CCC4)CC3)cc2)c1)C1CCCCC1	?	-14%	?	-1%	5	-17	-16%	0%	1%
7	COc1ccc(-c2[nH]ncc2-c2cnc(C)s2)c(O)c1	?	-11%	12%	-6%	-5	22	-17%	23%	0%
8	O=C(COc1cccc(-n2cnnn2)c1)NC1CCCCC1	-1%	-11%	-13%	1%	-3	1	23%	-1%	1%
9	CC(C)(C)c1ccc(OCC(=O)N2CCN(C=O)CC2)cc1	6%[9.24 µM]	-2%	-2%	3%	9	11	3%	-2%	-2%
10	COC(=O)[C@@H](NC(=O)NCc1ccccc1Cl)C(C)C	-1%	-14%	2%	-1%	-8	-4	-2%	3%	-3%
11	Cc1cc(C2(c3ccc(O)c(C)c3)C(=O)Nc3ccccc32)ccc1O	-12%[9.24 µM]	?	?	-25%	-9	?	18µM*	?	?
12	CCNc1nc(NCc2ccccc2)nc(SCC(N)=O)n1	3%	-1%	?	0%	-11	10	-8%	-1%	7%
13	CCC(Sc1nc(C)cc(=O)[nH]1)C(=O)Nc1sc2c(c1C#N)CCCC2 (stereo not given)	12%	-21%	5%	?	5	48	0%	-21%	-6%
14	O=C(Nc1ccc(N2CCCCC2)cc1)c1ccccn1	10µM*	-14%	9%	?	2	-3	9.2µM*	?	?
15	CC(C)[C@H](NC(=O)[C@@H]1Cc2ccccc2CN1C(=O)OC(C)(C)C)C(=O)NCC1CCC(C(=O)O)CC1 (stereo not given in full)	4%	-2%	-3%	0%	-8	-5	7%	4%	-1%
16	C=CCOc1ccc(CNc2ccc3[nH]c(=O)[nH]c3c2)cc1OCC	2%	24%	-9%	-3%	1	-4	-8%	15%	0%
17	O=[N+]([O-])c1cccc(-c2noc(COc3ccccc3)n2)c1	19%	-9%	-4%	?	-2	-19	27%	16%	2%
18	CCn1nc(C(=O)N[C@@H](CCSC)c2nc3ccccc3[nH]2)c2ccccc2c1=O	0%	-5%	24%	-15%	0	-4	-2%	3%	-6%
19	Cc1ccc(-n2nc(C)cc2N)c(C)c1	12%	-4%	-103%[inhibitor]	4%	-3	5	12%	4%	-5%
20	O=C(Cn1c(-c2ccccc2Cl)nc2ccccc21)Nc1cccc(Cl)c1	20%	-8%	-3%	?	7	5	21%	-2%	-4%
21	CC(NC(N)=O)C(=O)Nc1ccc(Cl)c(S(=O)(=O)Nc2ccc(Br)cc2)c1 (stereo not given)	-22%	-10%	-41%[inhibitor][1.84 µM]	4%	5	8	3%	2%	?
22	COCCNC(=O)CC(c1ccccc1)c1ccccc1	6%	8%	-3%	-4%	-12	-2	6%	-9%	1%
23	CC(=O)Nc1nc2[nH]ccc2c(=O)[nH]1	5%	14%	/	13%	-9	-7	9%	13%	/
24	CCOC(=O)N(C)c1c(CC)nc2c(OCc3cccc(Cl)c3)cccn12	-27%	1%	/	3%	-3	-7	-22%	0%	/
25	CCOc1ccc(CCNC(=O)COn2nnc3ccc(S(=O)(=O)N4CCOCC4)cc32)cc1OCC	-1%	-11%	-75%[inhibitor]	17%	4	40	2%	19%	8%
26	O=C(CNc1n[nH]c(=O)[nH]c1=O)N/N=C/c1cccnc1	0%	23%	-3%	-4%	-5	4	-5%	-5%	3%
27	Cc1ccc(-n2nc(C)c3cc(C(=O)O)sc32)cc1	-9%	-12%	-4%	4%	0	48	2%	3%	-1%
28	Cc1ccc2[nH]c3c(=O)n(Cc4ccncc4)cnc3c2c1	-10%	-16%	-3%	-5%	2	-7	-6%	2%	-10%
29	Nc1nnc(CCCCc2cccs2)o1	-5%	-6%	0%	-4%	-7	-2	0%	-10%	-4%
30	O=c1cc(O)c2ccc(O)cc2o1	-3%	1%	6%	-5%	-1	-8	-15%	-4%	-1%

# Profiles, looked up by structure. Order of screens: HT1080 IDH1KD tx, GLP1R cytotox, SW480 rereplic, KB-V1 cytotox, DRD3 agonist, IL1B secr inh, HT1080NT lethal, KB-3-1 cytotox, MCF10A rereplic
# `CC(C)[C@H](NC(=O)[C@@H]1Cc2ccccc2CN1C(=O)OC(C)(C)C)C(=O)NCC1CCC(C(=O)O)CC1` (stereo not given in full) across the screens: 4%, -2%, -3%, 0%, -8, -5, 7%, 4%, -1%
# `CC(C)OP(=O)(OC(C)C)C1(O)C(=O)Nc2ccccc21` (stereo not given) across the screens: 0%, 6%, -1%, -8%, -2, -1, 0%, 0%, -1%

# Following part
no.	Structure	HT1080 IDH1KD tx	GLP1R cytotox	SW480 rereplic	KB-V1 cytotox	DRD3 agonist	IL1B secr inh	HT1080NT lethal	KB-3-1 cytotox	MCF10A rereplic
31	CC(=O)Nc1ccccc1C(=O)C(=O)Nc1ccc(C(=O)NCC2CCCO2)cc1 (stereo not given)	4%	-2%	-2%	-2%	-3	16	2%	0%	1%
32	O=C(COc1ccccc1)Nc1nnc(COc2ccccc2)s1	5%	-1%	0%	-12%	6	0	2%	4%	-2%
33	COc1ccc2c(c1)sc1ncc(C(=O)NCc3cccc(Cl)c3)c(=O)n12	/	23%	/	1%	1	/	/	18%	/
34	CC(C)c1ccc(NC(=S)N2CCN(S(=O)(=O)c3ccccc3)CC2)cc1	-25%	-13%	23%	?	-1	-12	?	-13%	1%
35	COc1ccc(OC)c(S(=O)(=O)Nc2cc3c(cc2N2CCCC2)n(C)c(=O)c(=O)n3C)c1	7%	-10%	?	2%	1	-6	-4%	-6%	5%
36	O=C(NCCC1=CCCCC1)c1cc(-c2ccncc2)nc2ccccc12	16%	-3%	-3%	-26%	0	-83*	12%	1%	0%
37	CCOC(=O)[C@]12CCCC=C1N(CCC1=CCCCC1)C(=O)[C@H](CC(=O)NCCc1ccccc1OC)C2	?	-3%	/	?	-7	-24	-18%	-27%	/
38	Cn1c(SCC(=O)Nc2ccccc2[N+](=O)[O-])nnc1C(F)(F)F	9%	6%	-3%	0%	2	5	14%	-8%	2%
39	O=C(O)CCC(=O)N1N=C(c2ccccc2)CC1c1cccs1 (stereo not given)	10%	-1%	0%	-1%	-8	1	3%	3%	-3%
40	O=S(=O)(c1ccc(-c2ccon2)s1)N1CCCC1	-9%	6%	-1%	27%	5	-11	-5%	9%	1%
41	COc1ccc(-c2cc(-c3ccccc3)c(C#N)c(S(C)=O)n2)cc1 (stereo not given)	?	?	?	-4%	-3	-96*	?	?	5.2µM*
42	Cc1ccc(COC(=O)c2nn(-c3ccccc3)nc2N)cc1	-10%	19%	1%	0%	-2	?	-18%	26%	1%
43	Cc1ccc(NC(=O)CN(C)S(=O)(=O)c2cccc3nsnc23)cc1Cl	-11%	-2%	1%	-10%	-7	-28	-4%	1%	14%
44	COc1ccc(OC)c(S(=O)(=O)n2nnc3ccccc32)c1	0%	-23%	-6%	-7%	3	-20	13%	-10%	11%
45	Cc1ncc([N+](=O)[O-])n1CCOC(=O)c1ccc(Cl)cc1Cl	-1%	0%	147%	19%	0	0	-3%	-3%	23%
46	O=C(CCNS(=O)(=O)c1ccccc1C(F)(F)F)NCCCN1CCOCC1	-4%	-2%	1%	-8%	-7	5	-1%	3%	8%
47	COc1ccc(NC(=O)CCN2C(=O)c3cccc([N+](=O)[O-])c3C2=O)cc1	3%	5%	24%	14%	3	-13	11%	0%	0%
48	O=C(CCc1ccccc1)NNC(=O)c1ccc(F)cc1	-2%	-4%	-2%	17%	-7	-5	-1%	-2%	-1%
49	Cc1ccc(CNC(=O)NC23CC4CC(CC(C4)C2)C3)cc1	16%	1%	19%	-17%	-4	-12	0%	-2%	29%
50	O=C(NC(=O)c1cc([N+](=O)[O-])ccc1Cl)C1=C(N2CCCC2)COC1=O	-2%	4%	-7%	-23%	-8	-23	7%	12%	-18%
51	CSCC(=O)Nc1cc(C)on1	0%	0%	?	-3%	1	/	1%	9%	?
52	CCn1cc(C(=O)Nc2cccc(NC(C)=O)c2)c2cc(OC)c(OC)cc2c1=O	15%	-3%	-5%	0%	2	-12	0%	3%	2%
53	CCOc1ccccc1NC(=O)Cn1c(=O)n(Cc2nc(C)no2)c(=O)c2ccccc21	/	12%	/	-1%	-5	/	/	15%	/
54	N#CCCn1nc(-c2ccc(Cl)cc2)cc1Nc1ccccc1NC(=O)C(F)(F)F	7%	4%[1.53 µM]	5%	3%	3	31	2%	-8%	1%
55	COc1ccc(C(=O)/C=C/c2ccccc2OC)c(OC(=O)c2ccc([N+](=O)[O-])cc2)c1	9%	7%	?	?	4	-97*	11%	?	?
56	C=CCn1c(SCC(=O)NCc2ccco2)nc2sc3c(c2c1=O)CCCC3	-10%	8%	-2%	-5%	-2	-9	0%	-1%	0%
57	Cc1ccc(NCc2n[nH]c(=S)n2-c2ccccc2)cc1Cl	12%	14%	2%	-1%	-4	0	19%	0%	-1%
